# Bioassay records from PubChem BioAssay.
# Redox H2O2 prof: compounds producing H2O2 with reducing agent – biochemical, NIH compound library profiling, artefact control for MLSCN library redox annotation, primary screen; DTT-dependent redox cycling H2O2, phenol red/HRP absorbance; 100% = 100 µM peroxide control, 0% = buffer; activation, % at 10 µM; hit rate 0.03% among 200,000; AID 878, 2007;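 active means activation of at least 50% relative to the plate's high and low controls in the primary single-dose screen; inactive means activation below 50%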;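 further: compound incubated with DTT at 0.8 mM final as the reducing agent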
# Lmaj promast: Leishmania major promastigote growth inhibition, primary screen; Leishmania major promastigotes, resazurin fluorescence viability; inhibition, % at 10 µM; hit rate 9% among 200,000; AID 1063, 2008; in the data active means inhibition above about 50%;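 further: promastigotes grown with compound for 44 hours at 28 °C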
# HMGR II inh: inhibitors of E. faecalis class II HMGR, primary screen, biochemical, Enterococcus faecalis. HMG-CoA reductase (Enterococcus faecalis, mvaE). purified E. faecalis HMGR, NADPH absorbance 340 nm kinetic. inhibition, % at 10 µM. hit rate 0.41% among 190,000. AID 1066, 2008;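 active means inhibition above a set limit, the median over all tested compounds plus 3 SD, cut at about 9.5% in these data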;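 further: enzyme runs in reverse so mevalonate oxidation gives rising NADPH absorbance; 0% = complete reaction with DMSO and 100% = background rate lacking mevalonate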
# S1P3 antagonist: S1P3 receptor antagonists, primary screen, cell-based. Sphingosine 1-phosphate receptor 3 (Homo sapiens), Q99500. hit rate 0.27% among 170,000. AID 485, 2006. inhibition, % at 4.98 µM. CHO S1P3 NFAT-BLA reporter, FRET fluorescence, antagonist mode;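 active means inhibition above the plate cutoff, the mean inhibition of test wells on that plate plus 3 SD, cut at about 28% in these data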;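 further: cells challenged with S1P at its EC80 of 0.8 µM; blue over green emission ratio from cleaved BLA substrate after 4 h stimulation; 0% = S1P-stimulated wells and 100% = unstimulated DMSO-only wells; some compounds past the cut are filed as inactive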
# Target sequence (Q99500 whole entry, looked up): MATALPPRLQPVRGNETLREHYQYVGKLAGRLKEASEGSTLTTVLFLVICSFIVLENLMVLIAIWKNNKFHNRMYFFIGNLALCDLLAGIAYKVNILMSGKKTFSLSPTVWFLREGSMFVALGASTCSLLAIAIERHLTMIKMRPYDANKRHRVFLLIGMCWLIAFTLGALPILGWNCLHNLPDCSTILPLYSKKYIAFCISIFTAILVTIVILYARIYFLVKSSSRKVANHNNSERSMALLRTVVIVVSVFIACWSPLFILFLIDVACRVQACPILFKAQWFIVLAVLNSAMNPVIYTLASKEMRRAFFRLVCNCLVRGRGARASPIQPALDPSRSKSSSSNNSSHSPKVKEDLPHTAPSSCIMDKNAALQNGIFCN
# RAM inhibit: inhibitors of the yeast RAM network, primary screen, dse1pr::URA3 reporter, 5-FOA selection. S. cerevisiae dse1pr::URA3 reporter, 5-FOA growth OD615, 2 d; analog-sensitive cbk1-as2 kinase mutant strain. inhibition, % at 50 µM. hit rate 1.8% among 190,000. AID 868, 2007;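 active means inhibition above a set limit, 3 SD over mean compound inhibition, cut at about 8.4% in these data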;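 further: 0% = DMSO-only wells with no growth and 100% = 10 µM 1-NA-PP1 full growth; inhibition rescues growth on 5-FOA so higher OD means more RAM inhibition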
# TNAP inh hiacc: human TNAP enzyme inhibitors, primary screen, biochemical, luminescent, high phosphate acceptor level, uHTS; Alkaline phosphatase, tissue-nonspecific isozyme (Homo sapiens), P05186; purified TNAP, CDP-star luminescence, 1 M DEA; inhibition, % at 20 µM; hit rate 0.03% among 200,000; AID 1135, 2008;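 active means over 50% inhibition of tissue-nonspecific alkaline phosphatase at 20 µM in the single-dose screen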;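 further: plate controls were DMSO wells for no effect and EDTA-quenched wells as full inhibition for full effect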
# Target sequence (P05186 whole entry, looked up): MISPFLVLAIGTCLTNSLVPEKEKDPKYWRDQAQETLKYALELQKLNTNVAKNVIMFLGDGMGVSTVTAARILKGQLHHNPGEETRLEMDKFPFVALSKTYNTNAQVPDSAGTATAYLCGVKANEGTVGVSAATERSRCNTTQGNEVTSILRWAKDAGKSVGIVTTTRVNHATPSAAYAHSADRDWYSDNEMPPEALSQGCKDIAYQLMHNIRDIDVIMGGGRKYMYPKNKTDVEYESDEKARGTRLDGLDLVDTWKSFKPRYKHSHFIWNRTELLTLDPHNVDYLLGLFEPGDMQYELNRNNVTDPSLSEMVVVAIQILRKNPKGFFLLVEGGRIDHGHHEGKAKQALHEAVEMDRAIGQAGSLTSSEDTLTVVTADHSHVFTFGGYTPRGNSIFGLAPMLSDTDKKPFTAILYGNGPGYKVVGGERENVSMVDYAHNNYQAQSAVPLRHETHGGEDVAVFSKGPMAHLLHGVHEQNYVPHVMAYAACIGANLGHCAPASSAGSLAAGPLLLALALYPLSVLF
# Hsp70 activator: Hsp70 transcriptional activators, primary screen, cell-based, HeLa, Hsp70 promoter luciferase, luminescence, 10 µM | HeLa Hsp70 promoter luciferase reporter; scaled: vehicle 0, proteasome-inhibitor control 100% | activation, % at 10 µM | hit rate 0.04% among 200,000 | AID 1203, 2008;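 active means activation above the mean across all tested compounds plus 3 SD, cutoff set per campaign, cut at about 5.5% in these data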;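 further: 100% = MG132 at 30 µM as the positive control and 0% = DMSO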
# TNAP inh noacc: human TNAP enzyme inhibitors, primary screen, biochemical, luminescent, no phosphate acceptor, uHTS; inhibition, % at 20 µM; Alkaline phosphatase, tissue-nonspecific isozyme (Homo sapiens), P05186; AID 1012, 2008; purified TNAP, CDP-star luminescence, 30 min; hit rate 0.26% among 200,000;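 active means tissue-nonspecific alkaline phosphatase inhibition above about 50% at 20 µM in the single-dose screen, limit read from the data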;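 further: 0% = DMSO negative control and 100% = EDTA positive control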
# PMI act: activators of human PMI, primary screen, biochemical, fluorescence intensity, near-Km mannose 6-phosphate; hit rate 0.005% among 190,000; activation factor at 20 µM; Mannose-6-phosphate isomerase (Homo sapiens), P34949; purified human PMI, coupled resazurin fluorescence, 20 min; hits give high values; 1 = vehicle control, 0 substrate-free wells; AID 1214, 2008;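 active means activation factor of 2 or more at 20 µM, relative to plate controls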
# PMI act satM6P: human PMI activators, high substrate, primary screen, biochemical, fluorescence intensity, near-saturating mannose 6-phosphate | coupled PMI enzyme assay, resazurin fluorescence, 20 min; hits give high values; 1 = untreated enzyme, 0 = substrate-free blank | Mannose-6-phosphate isomerase (Homo sapiens), P34949 | AID 1216, 2008 | activation factor at 20 µM | hit rate 0.34% among 190,000;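 active means activation factor of 2 or more at 20 µM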
#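 Material: human phosphomannose isomerase with PGI, G6PDH, diaphorase coupling enzymes; amount: PMI at 15 ng/mL final; also added: Mannose-6-phosphate 1.0 mM (near-saturating) plus 0.22 mM NADP+; incubation: enzyme reaction with compound 20 min at room temperature; signal: resorufin fluorescence (Ex 544/Em 590 nm) from resazurin via diaphorase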
# Starred values were filed as active, the others as inactive; . = not tested or not shown. Random draw from the library, and some 12% of all compounds hit somewhere here.
Structure	Redox H2O2 prof	Lmaj promast	HMGR II inh	S1P3 antagonist	RAM inhibit	TNAP inh hiacc	Hsp70 activator	TNAP inh noacc	PMI act	PMI act satM6P
CCCCOC(=O)c1ccc(NC(=O)C(=O)NCC2CCCO2)cc1 (centres undefined)	3.5	2	-3	.	3.2	-5	-0.3	-2	1	1
Nc1ccccc1Nc1cc(-c2cccc(Cl)c2)nn1-c1ccccc1	0.6	11	-9	6	3.5	5	-0.5	-2	0.8	0.9
COc1cc2nc(=S)n(CCCN3CCOCC3)c(N)c2cc1OC	-0.6	-1	-9	-16	0.4	-5	-0.5	-4	0.8	0.7
COc1ccc(NC(=O)CSc2nc3ncccc3[nH]2)cc1OC	0.2	37	2	.	-0.9	-4	-0.4	49	1	1
CCCNc1nc(OC(C(F)(F)F)C(F)(F)F)nc(OC(C(F)(F)F)C(F)(F)F)n1	-1.9	-1	-2	.	1.3	-3	-0.3	-6	1	1
Cc1ccc2cc(CCNC(=O)c3ccco3)c(=O)[nH]c2c1	-0.4	-7	-3	-25	1.5	0	-0.1	-3	1.1	1.1
Cc1ccc(SCC(=O)NC2CCS(=O)(=O)C2)cc1 (centres undefined)	0.0	-12	-4	8	1.4	-8	0.1	-8	1	0.9
O=c1c2cc(N3CCOCC3)ccc2[nH]c(=S)n1CCCN1CCN(c2ccccc2F)CC1	-2.5	2	-4	.	0.3	-4	-0.2	-5	1	1.1
Nc1nc2n(n1)C(c1c(F)cccc1Cl)CC(c1ccc(F)cc1)N2 (centres undefined)	-0.8	-6	5	-26	0.1	-2	-0.2	-6	1	0.9
O=C(CC(CC(=O)c1ccccc1)C(=O)O)c1ccccc1	0.1	-6	-2	.	0.8	6	0.0	-14	1.1	1.1
O=C(NC1CCCCC1)C(c1ccc(Cl)cc1)N1CCC2(CC1)OCCO2 (centres undefined)	2.5	-6	-2	.	1.2	-4	-0.4	-16	1	0.9
Nn1c(SCCOc2ccccc2)nnc1-c1cccnc1	0.1	0	-7	14	0.6	0	-0.3	1	1	1
COc1ccc(NC(=O)NCCCN2CCCCC2C)cc1 (centres undefined)	-0.4	-3	-4	1	1.4	-1	-0.3	-8	1	1
COc1cccc(/C=N/NC(=S)Nc2cccc(C(=O)O)c2)c1O	-0.8	-4	-2	5	2.9	-4	-0.4	-146	1.1	1.3
Cc1[nH]n(-c2ccccc2)c(=O)c1/C=N/N1C(=O)c2ccc3c4c(ccc(c24)C1=O)CC3	0.0	-3	-9	3	1.9	1	-0.3	4	1.1	1

# Gathered by group, the compounds so far with a COOH group (two)
Structure	Redox H2O2 prof	Lmaj promast	HMGR II inh	S1P3 antagonist	RAM inhibit	TNAP inh hiacc	Hsp70 activator	TNAP inh noacc	PMI act	PMI act satM6P
O=C(CC(CC(=O)c1ccccc1)C(=O)O)c1ccccc1	0.1	-6	-2	.	0.8	6	0.0	-14	1.1	1.1
COc1cccc(/C=N/NC(=S)Nc2cccc(C(=O)O)c2)c1O	-0.8	-4	-2	5	2.9	-4	-0.4	-146	1.1	1.3

# Continuation.
Structure	Redox H2O2 prof	Lmaj promast	HMGR II inh	S1P3 antagonist	RAM inhibit	TNAP inh hiacc	Hsp70 activator	TNAP inh noacc	PMI act	PMI act satM6P
O=C(Nc1ccc2oc(-c3ccccc3Cl)nc2c1)c1ncn[nH]1	-1.5	94*	5	-11	1.1	-6	0.8	-79	1.2	1.4
O=C(c1sccc1-n1cccc1)N1CCCC1	0.2	-2	1	5	0.2	-2	-0.1	-13	0.9	1
CCOC(=O)Cn1c(=O)sc2ccccc21	1.4	-1	-2	-64	1.6	-1	-0.4	-3	1.1	0.9
Cc1cc(=O)[nH]c(N/N=C/c2c(C)oc3ccccc23)n1	-1.0	16	0	-3	4.7	-2	-0.2	-6	1.1	1
O=C(N/N=C/c1ccc[nH]1)c1ccccc1OCc1ccccc1Cl	-1.9	33	0	-15	1.7	-3	0.1	-9	1	0.6
CN(C)S(=O)(=O)c1cccc(NC(=O)c2cnccn2)c1	-2.2	9	2	7	1.1	-1	0.5	-4	1.1	1.1
COc1ccc(C(C)C)cc1S(=O)(=O)Nc1ccncc1	-0.2	2	0	-4	2.6	3	-0.4	0	1.2	1.2
O=C(O)C1CCN(c2ccc(S(=O)(=O)N3CCOCC3)cc2[N+](=O)[O-])CC1	-0.2	-10	0	-6	0.9	5	-0.1	-2	1.2	1.2
COc1ccc(CN2CCN(Cc3cccc4nonc34)CC2CCO)c(C)c1C (centres undefined)	-0.7	20	-1	11	1.6	-9	1.6	-13	1	1.1
CCC(=O)Nc1ccc(C(=O)N/N=C/c2ccc([N+](=O)[O-])cc2)cc1	0.0	-4	-8	-4	0.7	2	0.0	-12	0.9	0.9
C=CCN(c1ccccc1)S(=O)(=O)c1cccc(C(=O)Nc2nc3ccccc3[nH]2)c1	0.0	28	-1	-1	4.7	1	-0.4	-13	0.9	1
CCCCC(=O)O[C@]1(C(=O)CO)CC[C@H]2[C@@H]3CCC4=CC(=O)CC[C@]4(C)[C@H]3[C@@H](O)C[C@@]21C	-0.1	-3	-3	-4	1.8	-4	-0.5	-9	1.1	1
CCOc1ccc(/C(O)=C2\C(=O)C(=O)N(c3cc(C)on3)C2c2ccccc2OC)cc1 (centres undefined)	0.5	-8	0	-6	3.3	-4	0.1	-15	0.9	0.9
CS(=O)(=O)c1ccc(Cl)c(NC(=O)COC(=O)CNC(=O)c2ccccc2)c1	-2.7	0	-1	-34	2.9	-8	0.1	0	1.1	1
COc1ccccc1C(=O)N1CCN(Cc2cn[nH]c2-c2ccc(F)cc2F)CC1	0.3	-4	-8	-1	1.1	4	0.0	86*	1	1

# Reformatted with values under each structure: part of the list above.
# Every second line gives: Redox H2O2 prof, Lmaj promast, HMGR II inh, S1P3 antagonist, RAM inhibit, TNAP inh hiacc, Hsp70 activator, TNAP inh noacc, PMI act, PMI act satM6P
- COc1ccc(CN2CCN(Cc3cccc4nonc34)CC2CCO)c(C)c1C (centres undefined)
 : -0.7, 20, -1, 11, 1.6, -9, 1.6, -13, 1, 1.1
- CCC(=O)Nc1ccc(C(=O)N/N=C/c2ccc([N+](=O)[O-])cc2)cc1
 : 0.0, -4, -8, -4, 0.7, 2, 0.0, -12, 0.9, 0.9
- C=CCN(c1ccccc1)S(=O)(=O)c1cccc(C(=O)Nc2nc3ccccc3[nH]2)c1
 : 0.0, 28, -1, -1, 4.7, 1, -0.4, -13, 0.9, 1
- CCCCC(=O)O[C@]1(C(=O)CO)CC[C@H]2[C@@H]3CCC4=CC(=O)CC[C@]4(C)[C@H]3[C@@H](O)C[C@@]21C
 : -0.1, -3, -3, -4, 1.8, -4, -0.5, -9, 1.1, 1
- CCOc1ccc(/C(O)=C2\C(=O)C(=O)N(c3cc(C)on3)C2c2ccccc2OC)cc1 (centres undefined)
 : 0.5, -8, 0, -6, 3.3, -4, 0.1, -15, 0.9, 0.9

# Going on with the list:
Structure	Redox H2O2 prof	Lmaj promast	HMGR II inh	S1P3 antagonist	RAM inhibit	TNAP inh hiacc	Hsp70 activator	TNAP inh noacc	PMI act	PMI act satM6P
CCOc1ccc(C2C(C#N)=C(N)N3C(=C2C#N)Sc2ccccc23)cc1 (centres undefined)	.	.	.	24	.	-12	.	-32	1.1	1
O=C(CSc1nnc(-c2ccccn2)n1Cc1ccccc1)N1CCCC1	2.6	-2	0	15	0.6	-3	-0.1	-1	0.9	0.9
O=C(CCC(=O)N1CCN(C2CCCC2)CC1)Nc1nnc(C(F)(F)F)s1	-1.2	-2	1	4	0.2	-4	-0.2	-2	1	0.9
CN(C)C(CNC(=S)Nc1cccc(Cl)c1)c1ccccc1 (centres undefined)	-0.9	23	-3	-18	2.8	-4	-0.1	-6	1	1
COc1ccc(-n2c3c(cc(C(=O)Nc4ccc5c(c4)C(=O)NC5=O)c2=O)C(=O)CCC3)cc1	1.5	1	.	-29	.	.	-0.1	.	.	.
NC(=O)C1CCN(C(=S)NCCc2ccccc2)CC1	0.0	-6	-6	-16	1.5	-6	0.0	-10	0.9	0.9
COc1ccc(C(=O)COc2ccccc2C(=O)Nc2ccccc2)cc1	-0.6	15	-1	4	1.8	-7	-0.2	-8	0.8	0.8
COc1ccc(NC(=O)C2OCCc3ccccc32)c(OC)c1 (centres undefined)	0.7	-4	0	-4	0.5	-2	-0.3	-12	0.9	1
CCOC(=O)C1CCN(CC(O)COCc2cccs2)CC1 (centres undefined)	-0.2	79*	-9	-2	-1.1	-1	0.6	-8	1	1
O=c1c(-c2ccco2)[n+]([O-])c2ccccc2n1OCc1ccccc1F	0.3	-3	-1	.	3.8	-1	-0.4	-9	1	1
O=C(c1ccc(F)cc1)C1CCN(C(=O)NC2CCCCC2)CC1	0.2	2	-3	.	0.5	-2	-0.1	-3	1	1
CCOc1cc(NC(=S)NCCCN2CCOCC2)c(OCC)cc1NC(=O)C1CCCCC1	-0.5	-1	3	3	0.0	-6	-0.2	-4	0.9	0.8
Cn1c(=O)oc2cc(S(=O)(=O)NC3CCN(Cc4ccccc4)CC3)ccc21	-0.3	50*	-7	-27	0.5	-2	-0.1	-5	0.9	0.7
